Assay outcomes deposited in PubChem by The Scripps Research Institute Molecular Screening Center.
EBNA-1 inh: blocks EBNA-1 binding to DNA. EBNA-1 DNA binding, fluorescence polarization. inhibition, % at 14.8 µM. 0.34% of 300,000 active; in the data active = inhibition above about 28%
PREPL inh: human PREPL enzyme inhibition; Q4J6C6; recombinant PREPL, fluorescence polarization activity-based probe; inhibition, % at 5.96 µM; 0.68% of 320,000 active; in the data active = inhibition above about 43%;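 note: 0% = enzyme with DMSO and 100% = wells lacking enzyme; many of its hits are not listed in these tables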
Target sequence (Q4J6C6 whole entry, looked up): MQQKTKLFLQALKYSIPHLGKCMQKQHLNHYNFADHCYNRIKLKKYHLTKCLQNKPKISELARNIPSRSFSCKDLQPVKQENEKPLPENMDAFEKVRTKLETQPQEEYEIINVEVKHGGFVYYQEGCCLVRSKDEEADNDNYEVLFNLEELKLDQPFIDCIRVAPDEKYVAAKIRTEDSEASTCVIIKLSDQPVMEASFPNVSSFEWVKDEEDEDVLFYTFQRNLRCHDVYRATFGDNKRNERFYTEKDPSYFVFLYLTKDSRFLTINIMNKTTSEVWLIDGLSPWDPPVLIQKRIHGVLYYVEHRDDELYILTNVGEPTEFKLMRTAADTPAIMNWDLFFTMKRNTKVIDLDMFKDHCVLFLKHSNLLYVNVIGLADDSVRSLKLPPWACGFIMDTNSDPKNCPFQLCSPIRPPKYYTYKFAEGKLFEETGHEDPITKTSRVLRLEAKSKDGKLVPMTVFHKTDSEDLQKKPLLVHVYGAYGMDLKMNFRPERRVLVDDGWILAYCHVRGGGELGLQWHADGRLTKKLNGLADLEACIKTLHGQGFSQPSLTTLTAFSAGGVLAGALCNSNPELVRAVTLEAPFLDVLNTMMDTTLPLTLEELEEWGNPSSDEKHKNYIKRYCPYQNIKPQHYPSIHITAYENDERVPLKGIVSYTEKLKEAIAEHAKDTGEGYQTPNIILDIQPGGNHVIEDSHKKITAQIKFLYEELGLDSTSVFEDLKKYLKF
PAFAH1B3 FP inh: PAFAH1B3 (human) inhibition. Q15102. inhibition, % at 3.39 µM. recombinant PAFAH1B3, FP-rhodamine probe, fluorescence polarization. 0.28% of 340,000 active;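 active = inhibition above the screen-wide average of all tested compounds plus 3 SD, cut at about 25% in these data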;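 note: 0% = enzyme with DMSO only and 100% = wells lacking PAFAH1B3 protein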
Target sequence (Q15102 whole entry, looked up): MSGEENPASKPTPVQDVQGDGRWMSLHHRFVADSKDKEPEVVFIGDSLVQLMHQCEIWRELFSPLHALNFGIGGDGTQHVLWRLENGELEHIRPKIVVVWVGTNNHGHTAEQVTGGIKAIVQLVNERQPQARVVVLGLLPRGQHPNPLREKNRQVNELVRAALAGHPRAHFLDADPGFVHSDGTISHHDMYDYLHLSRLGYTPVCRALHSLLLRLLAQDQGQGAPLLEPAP
LYPLA2 inh: blocks human lysophospholipase 2, a PME1 counter-screen; O95372; recombinant LYPLA2, FP-Rh probe fluorescence polarization; inhibition, % at 5.9 µM; 0.38% of 320,000 active; AID 2177;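 active = inhibition above the screen-wide mean plus 3 SD, limit set per campaign, cut at about 26% in these data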;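 note: 0% = LYPLA2 with DMSO and 100% = wells lacking LYPLA2 enzyme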
LYPLA1 inh: blocks human lysophospholipase 1, a PME1 counter-screen; O75608; recombinant LYPLA1, FP-Rh probe fluorescence polarization; inhibition, % at 5.9 µM; 0.16% of 320,000 active;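 active = inhibition above the mean of all tested compounds plus 3 SD, set per campaign, cut at about 14% in these data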;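 note: inhibitors block serine hydrolase probe labeling of LYPLA1 so polarization falls; 0% = enzyme with DMSO and 100% = wells lacking LYPLA1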
ZTA DNA inh: blocks Epstein-Barr virus ZTA, an EBNA-1 counter-screen; 0.15% of 320,000 active; ZTA-DNA binding, fluorescence polarization; inhibition, % at 11 µM; P03206; in the data active = inhibition above about 33%
PAFAH2 inh: inhibitors of human PAFAH2 | AID 492956 | 0.99% of 340,000 active | recombinant PAFAH2, FP-rhodamine activity probe, fluorescence polarization | inhibition, % at 3.39 µM;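 active = inhibition above the mean over all tested compounds plus 3 SD, cut at about 30% in these data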;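 note: inhibitors block probe labeling of enzyme so polarization drops; 0% = enzyme with DMSO and 100% = wells lacking PAFAH2 protein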
pPAFAH inh: pPAFAH (human) enzyme inhibition | recombinant pPAFAH, FP-rhodamine probe fluorescence polarization | inhibition, % at 3.39 µM | 1.5% of 330,000 active | AID 463082;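 active = inhibition above the mean inhibition across the screen plus 3 SD, cut at about 25% in these data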;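 note: inhibitors block binding of the rhodamine activity-based probe so polarization drops; 0% = enzyme with DMSO and 100% = wells lacking pPAFAH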
PAFAH1B2 inh: blocks human PAF acetylhydrolase 1b catalytic subunit 2 | P68402 | recombinant PAFAH1B2, FP-rhodamine activity probe, fluorescence polarization | inhibition, % at 3.39 µM | 1.2% of 340,000 active | AID 492953;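 active = inhibition above the mean of all tested compounds plus 3 SD, cut at about 24% in these data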;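 note: 0% = enzyme with DMSO and 100% = wells lacking PAFAH1B2; many of its hits are not listed in these tables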
The depositor's hits bear a star. Not all compounds are listed; rates above refer to the full screens.

Results for Cc1cc(C=O)c(C)n1-c1cc(C(=O)O)cc(C(=O)O)c1 ?
EBNA-1 inh: -0.2; PREPL inh: 8.7; PAFAH1B3 FP inh: 3.1; LYPLA2 inh: 0.9; LYPLA1 inh: -2.3; ZTA DNA inh: -12.5; PAFAH2 inh: 0.8; pPAFAH inh: -0.5; PAFAH1B2 inh: 5.7

How did COc1ccc(NC(=O)CCSc2cc(C)c3ccccc3n2)cc1 do in these assays?
EBNA-1 inh: -0.1; PREPL inh: -2.5; PAFAH1B3 FP inh: 5.5; LYPLA2 inh: -5.5; LYPLA1 inh: -3.1; ZTA DNA inh: -1.8; PAFAH2 inh: -87.6; pPAFAH inh: -2.2; PAFAH1B2 inh: 0.1

How did COc1ccc(OC)c(C(=O)c2coc3ccc(O)c(CN4CCOCC4)c23)c1 do in these assays?
EBNA-1 inh: -6.4; PREPL inh: 8.4; PAFAH1B3 FP inh: 1.8; LYPLA2 inh: -2.0; LYPLA1 inh: -4.5; ZTA DNA inh: 11.0; PAFAH2 inh: -4.0; pPAFAH inh: 1.8; PAFAH1B2 inh: -2.7

How did C/C(=N\NC(N)=S)c1cccnc1 do in these assays?
EBNA-1 inh: -12.5; PREPL inh: -2.3; PAFAH1B3 FP inh: -2.3; LYPLA2 inh: -2.7; LYPLA1 inh: 0.2; ZTA DNA inh: -8.1; PAFAH2 inh: 3.6; pPAFAH inh: -5.5; PAFAH1B2 inh: 1.7

What do the screens show for `COC(=O)CN1C(=O)[C@H]2[C@@H](c3ccc(C)o3)N3C(=O)CN(CC4CC4)C(=O)[C@@]3(Cc3ccccc3)[C@H]2C1=O`?
EBNA-1 inh: -7.1; PREPL inh: 0.6; PAFAH1B3 FP inh: 3.8; LYPLA2 inh: 4.7; LYPLA1 inh: 0.6; ZTA DNA inh: -0.3; PAFAH2 inh: -4.4; pPAFAH inh: 5.8; PAFAH1B2 inh: -4.7

What do the screens show for `CCOC(=O)c1sc(N(C)C(C)=O)nc1C`?
EBNA-1 inh: -6.5; PREPL inh: 20.7; PAFAH1B3 FP inh: 7.6; LYPLA2 inh: 5.6; LYPLA1 inh: 1.3; ZTA DNA inh: -12.8; PAFAH2 inh: -1.9; pPAFAH inh: 4.3; PAFAH1B2 inh: 3.6

What do the screens show for `Cc1cccc(-n2ncc3c2CCCC3NC(=O)CN2CCOC2=O)c1C` (stereo unspecified)?
EBNA-1 inh: -4.9; PREPL inh: 1.6; PAFAH1B3 FP inh: 8.9; LYPLA2 inh: 0.5; LYPLA1 inh: -0.9; ZTA DNA inh: -18.2; PAFAH2 inh: -1.6; pPAFAH inh: 4.7; PAFAH1B2 inh: 5.5

What do the screens show for `CCOc1cc2c(cc1C(C)(C)C)NC(=O)CS2`?
EBNA-1 inh: 2.3; PREPL inh: 2.8; PAFAH1B3 FP inh: 13.8; LYPLA2 inh: 2.5; LYPLA1 inh: -0.7; ZTA DNA inh: -11.0; PAFAH2 inh: -0.6; pPAFAH inh: 5.8; PAFAH1B2 inh: 11.1

How did N#Cc1c(-c2ccc(Cl)cc2Cl)nc2n(c1=O)CCS2 do in these assays?
EBNA-1 inh: -5.0; PREPL inh: -3.3; PAFAH1B3 FP inh: 4.0; LYPLA2 inh: -0.3; LYPLA1 inh: 1.4; ZTA DNA inh: -6.1; PAFAH2 inh: 11.9; pPAFAH inh: 12.7; PAFAH1B2 inh: 3.0

How did C=CCOc1c2ccc(C(=O)NCc3ccc(OC)cc3)cc2nn1C do in these assays?
EBNA-1 inh: -4.0; PREPL inh: 15.8; PAFAH1B3 FP inh: 0.1; LYPLA2 inh: -2.8; LYPLA1 inh: -2.6; ZTA DNA inh: -0.1; PAFAH2 inh: -1.1; pPAFAH inh: -8.2; PAFAH1B2 inh: 1.2

Results for CCOC(=O)c1sc(N=NC2=C(O)CC(C)(C)CC2=O)c(C(=O)OCC)c1C ?
EBNA-1 inh: -2.0; PREPL inh: -3.0; PAFAH1B3 FP inh: -2.2; LYPLA2 inh: -0.3; LYPLA1 inh: -1.7; ZTA DNA inh: 15.8; PAFAH2 inh: -5.5; pPAFAH inh: -3.5; PAFAH1B2 inh: 3.5

How did Cc1nc2ccccc2c(N)c1C(=O)/C=C/c1ccccc1 do in these assays?
EBNA-1 inh: 1.2; PREPL inh: 7.0; PAFAH1B3 FP inh: 5.8; LYPLA2 inh: 1.3; LYPLA1 inh: -2.2; ZTA DNA inh: -9.7; PAFAH2 inh: -5.0; pPAFAH inh: 2.6; PAFAH1B2 inh: 0.0

What do the screens show for `CCN(CC)Cc1c(CC(C)C)oc(C)c1C(=O)O`?
EBNA-1 inh: -2.0; PREPL inh: -2.2; PAFAH1B3 FP inh: -3.7; LYPLA2 inh: 5.2; LYPLA1 inh: 0.1; ZTA DNA inh: 8.8; PAFAH2 inh: -1.1; pPAFAH inh: 2.3; PAFAH1B2 inh: 3.1

How did O=C(C[C@@H]1C/C=C\C[C@H](Cc2ccc(F)cc2)C(=O)OC[C@H]2CCCN2C1=O)NCCO do in these assays?
PREPL inh: 35.5; PAFAH1B3 FP inh: 7.3; PAFAH2 inh: 4.4; pPAFAH inh: 9.1; PAFAH1B2 inh: 8.0

How did CC(=NCc1ccco1)c1c(C(F)(F)F)[nH]n(-c2nc3ccccc3s2)c1=O do in these assays?
EBNA-1 inh: -8.4; PREPL inh: 6.0; PAFAH1B3 FP inh: 7.3; LYPLA2 inh: -6.0; LYPLA1 inh: -2.0; ZTA DNA inh: 2.6; PAFAH2 inh: -4.0; pPAFAH inh: -5.0; PAFAH1B2 inh: 0.3

How did COc1ccc(NC(=O)N2CCCC2C(=O)NCc2cccs2)cc1 (stereo unspecified) do in these assays?
EBNA-1 inh: 9.8; PREPL inh: -0.2; PAFAH1B3 FP inh: 1.2; LYPLA2 inh: 13.6; LYPLA1 inh: 3.0; ZTA DNA inh: -0.4; PAFAH2 inh: 9.0; pPAFAH inh: 3.6; PAFAH1B2 inh: 4.2

What do the screens show for `O=C(NCc1ccccc1F)C1CCCN1C(=O)NC1CCCCC1` (stereo unspecified)?
EBNA-1 inh: 4.8; PREPL inh: -2.9; PAFAH1B3 FP inh: 3.2; LYPLA2 inh: -6.9; LYPLA1 inh: -0.2; ZTA DNA inh: 0.1; PAFAH2 inh: -4.2; pPAFAH inh: 1.4; PAFAH1B2 inh: 7.9

Results for O=C(NCCN1CCOCC1)c1ccc2c(c1)N(Cc1ccccc1F)C(=O)c1ccccc1S2(=O)=O ?
EBNA-1 inh: -17.0; PREPL inh: 3.5; PAFAH1B3 FP inh: 0.0; LYPLA2 inh: 6.9; LYPLA1 inh: -1.3; ZTA DNA inh: 3.1; PAFAH2 inh: -3.1; pPAFAH inh: -8.8; PAFAH1B2 inh: -1.0

What do the screens show for `CCCCNC(=S)N=Nc1c(O)[nH]c2ccccc12`?
EBNA-1 inh: 1.6; PREPL inh: 7.2; PAFAH1B3 FP inh: 9.0; LYPLA2 inh: -5.7; LYPLA1 inh: -2.7; ZTA DNA inh: -11.2; PAFAH2 inh: 7.1; pPAFAH inh: 4.1; PAFAH1B2 inh: 1.4

What do the screens show for `CCc1nn(C(C)C(=O)N2CCN(c3ccccc3)CC2)c(=O)c2cc3occc3n12` (stereo unspecified)?
EBNA-1 inh: -16.0; PREPL inh: 20.0; PAFAH1B3 FP inh: 1.3; LYPLA2 inh: 5.6; LYPLA1 inh: -1.6; ZTA DNA inh: -17.4; PAFAH2 inh: 3.2; pPAFAH inh: -4.7; PAFAH1B2 inh: 0.5

How did Cc1cc(C)c2c(n1)SCC(=O)N2CC(=O)Nc1cc(F)ccc1F do in these assays?
EBNA-1 inh: -5.9; PREPL inh: -5.9; PAFAH1B3 FP inh: 2.5; LYPLA2 inh: 5.2; LYPLA1 inh: -1.8; ZTA DNA inh: -1.0; PAFAH2 inh: 0.2; pPAFAH inh: 1.6; PAFAH1B2 inh: 1.2

How did CCN(CC)C(=O)c1sc(NC(=O)Cc2cccs2)c(C#N)c1C do in these assays?
EBNA-1 inh: -1.8; PREPL inh: 7.2; PAFAH1B3 FP inh: -1.9; LYPLA2 inh: 1.7; LYPLA1 inh: -5.4; ZTA DNA inh: 18.0; PAFAH2 inh: 0.0; pPAFAH inh: 2.2; PAFAH1B2 inh: 2.5

Results for CC(C)(C)OC(=O)N[C@@H](CCCCNC(=O)OCc1ccccc1)c1nnc([C@H](CCCCNC(=O)OCc2ccccc2)NC(=O)OC(C)(C)C)o1 ?
EBNA-1 inh: 10.3; PREPL inh: 22.6; PAFAH1B3 FP inh: -0.6; LYPLA2 inh: -8.4; LYPLA1 inh: -3.6; ZTA DNA inh: 11.1; PAFAH2 inh: -0.7; pPAFAH inh: 15.2; PAFAH1B2 inh: 0.1

Results for CC(=O)Nc1ccc(OCC=C(Cl)Cl)cc1 ?
EBNA-1 inh: 9.6; PREPL inh: 0.6; PAFAH1B3 FP inh: 7.3; LYPLA2 inh: 4.7; LYPLA1 inh: 0.0; ZTA DNA inh: -0.3; PAFAH2 inh: 0.3; pPAFAH inh: 6.7; PAFAH1B2 inh: 14.3

How did O/N=C/c1cn(-c2ccc(Cl)cc2)nn1 do in these assays?
EBNA-1 inh: -5.0; PREPL inh: -2.8; LYPLA2 inh: 0.3; LYPLA1 inh: -4.3; ZTA DNA inh: 0.5; pPAFAH inh: -4.1

What do the screens show for `Cc1ccc(NS(=O)(=O)c2ccc(NC(=O)c3ccccc3C(=O)O)cc2)c(C)c1`?
EBNA-1 inh: -0.2; PREPL inh: 0.9; PAFAH1B3 FP inh: 4.2; LYPLA2 inh: 2.9; LYPLA1 inh: 3.0; ZTA DNA inh: -21.5; PAFAH2 inh: 4.2; pPAFAH inh: 33.6*; PAFAH1B2 inh: 10.7

How did O=c1c2ccccc2nc(-c2ccco2)n1Cc1ccccc1 do in these assays?
EBNA-1 inh: 4.0; PREPL inh: -0.4; PAFAH1B3 FP inh: 1.0; LYPLA2 inh: 3.1; LYPLA1 inh: -1.0; ZTA DNA inh: 3.8; PAFAH2 inh: 3.5; pPAFAH inh: -2.4; PAFAH1B2 inh: 6.0

Results for O=C1C2C(C(=O)N1/N=C/c1cc(Br)cc([N+](=O)[O-])c1O)C1C=CC2C12CC2 (stereo unspecified) ?
EBNA-1 inh: -0.9; PREPL inh: 0.5; PAFAH1B3 FP inh: 4.4; LYPLA2 inh: -2.5; LYPLA1 inh: -1.5; ZTA DNA inh: 0.0; PAFAH2 inh: 4.9; pPAFAH inh: 13.4; PAFAH1B2 inh: 8.7

What do the screens show for `CCOCc1c(C(=O)Nc2ccc3nc(N4CCOCC4)sc3c2)oc2ccccc12`?
PREPL inh: 31.4; PAFAH1B3 FP inh: 0.8; LYPLA2 inh: -3.1; LYPLA1 inh: -4.2; ZTA DNA inh: 6.2; PAFAH2 inh: 0.6; pPAFAH inh: 10.3; PAFAH1B2 inh: 0.2

How did Cc1cc(C(=O)NC2CC(C)(C)Cc3c2cnn3-c2ccc(F)cc2)no1 (stereo unspecified) do in these assays?
EBNA-1 inh: 7.9; PREPL inh: -7.9; PAFAH1B3 FP inh: 1.3; LYPLA2 inh: 7.6; LYPLA1 inh: -2.7; ZTA DNA inh: 5.1; PAFAH2 inh: 0.5; pPAFAH inh: 5.1; PAFAH1B2 inh: 9.8

Quoted at random: 2 compounds from above, in no set order.
What do the screens show for `Cc1ccc(NS(=O)(=O)c2ccc(NC(=O)c3ccccc3C(=O)O)cc2)c(C)c1`?
EBNA-1 inh: -0.2; PREPL inh: 0.9; PAFAH1B3 FP inh: 4.2; LYPLA2 inh: 2.9; LYPLA1 inh: 3.0; ZTA DNA inh: -21.5; PAFAH2 inh: 4.2; pPAFAH inh: 33.6*; PAFAH1B2 inh: 10.7

How did O=c1c2ccccc2nc(-c2ccco2)n1Cc1ccccc1 do in these assays?
EBNA-1 inh: 4.0; PREPL inh: -0.4; PAFAH1B3 FP inh: 1.0; LYPLA2 inh: 3.1; LYPLA1 inh: -1.0; ZTA DNA inh: 3.8; PAFAH2 inh: 3.5; pPAFAH inh: -2.4; PAFAH1B2 inh: 6.0
